# Source: PubChem (National Center for Advancing Translational Sciences (NCATS))
# Gal4-VP16 FLuc: Gal4-VP16 reporter inhibition counter-screen; Drosophila S2 Gal4-VP16 UAS-luciferase, luminescence, 20 h; Potency, µM (series often up to 53.6 µM), inactives show at the top dose activity, negative = inhibition, actives largely listed as inhibitors; hit rate 3.5% among 310,000; AID 2546;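 note: Gal4-VP16 expression switched on by copper sulfate through the metallothionein promoter; potency is the fitted concentration of half-maximal effect; % is set by controls: 0 for no effect and ±100 for the full control effect; nearly all actives have a fitted effect of over 50% in size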
# Mito fusion act: inhibitors of mitochondrial division or activators of mitochondrial fusion; S. cerevisiae fusion-defective mutant growth rescue, CellTiterGlo 48 h; Potency, µM (titrated, usually from 46.1 µM), inactives show at the highest dose growth rescue (activation), actives largely listed as activators; hit rate 0.23% among 320,000; AID 485298;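 note: potency is the fitted concentration of half-maximal effect; % of control where 0% means no effect; nearly all actives have a fitted effect of over 45% in size; temperature-sensitive fusion mutants such as fzo1-1 at 37 °C on non-fermentable ethanol glycerol medium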
#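 Read-out: ATP-based luminescence (CellTiterGlo, 10 min ambient) reporting growth of fusion-defective ts yeast after 48 hours at 37C on glycerol/ethanol YPEG medium in the presence of compound.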
# RORg inh: blocks mouse ROR gamma transcriptional activity. P51450. Drosophila S2 Gal4-RORgamma UAS-luciferase reporter, 20 h. Potency, µM (top dose mostly 53.6 µM), inactives show top-dose activity change, negative = inhibition, most hits filed as inhibitors. hit rate 5.4% among 310,000. AID 2551; note: potency is the fitted concentration of half-maximal effect; % is set by controls: 0 for no effect and ±100 for the full control effect; nearly all actives have a fitted effect of over 60% in size
#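 Using a luciferase readout, inhibitors were identified by reduced reporter activity in Drosophila cells coexpressing a copper-inducible Gal4–ROR gamma fusion and UAS-driven Photinus luciferase, incubated 20 hr after 700 uM copper sulfate.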
# PKM2 act: PKM2 (human) enzyme activation | AID 1631 | Potency, µM (series often up to 57.5 µM), without a hit: at the highest dose activation, usual class: activators | P14618 | hit rate 0.34% among 260,000 | purified PKM2, Kinase-Glo ATP luminescence, activation; response scale: 0% is enzyme alone, no compound; note: potency is the fitted concentration of half-maximal effect; % is set by controls: 0 for no effect and ±100 for the full control effect; nearly all actives have a fitted effect of over 55% in size
# Target sequence (P14618 whole entry, looked up): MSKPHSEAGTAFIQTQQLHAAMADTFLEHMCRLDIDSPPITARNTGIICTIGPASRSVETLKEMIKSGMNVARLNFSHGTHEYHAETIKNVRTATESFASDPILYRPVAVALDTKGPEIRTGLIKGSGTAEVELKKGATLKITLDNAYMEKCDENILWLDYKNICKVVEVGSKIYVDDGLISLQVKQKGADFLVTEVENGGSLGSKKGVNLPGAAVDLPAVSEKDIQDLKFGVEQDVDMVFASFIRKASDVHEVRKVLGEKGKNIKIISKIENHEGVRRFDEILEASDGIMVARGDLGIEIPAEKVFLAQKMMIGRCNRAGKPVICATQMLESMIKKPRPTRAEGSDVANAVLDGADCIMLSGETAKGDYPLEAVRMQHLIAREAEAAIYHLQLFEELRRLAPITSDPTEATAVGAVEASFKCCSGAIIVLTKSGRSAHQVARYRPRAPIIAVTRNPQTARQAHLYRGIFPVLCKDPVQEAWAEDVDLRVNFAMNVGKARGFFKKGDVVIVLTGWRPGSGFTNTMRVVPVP
#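 Purified hPK-M2 (>95% pure) converted ADP (0.1 mM final) to ATP with 0.5 mM PEP in 50 mM imidazole pH7.2, KCl, MgCl2, Tween 20, BSA; 1 h at room temperature. ATP detected by Kinase-Glo luminescence.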
# FLuc counter: counter-screen for miR-21 project: firefly luciferase inhibitors or activators. P08659. purified FLuc, Km substrates, luminescence inhibition. Potency, µM (series often up to 57.5 µM), without a hit: at the top dose activity change, negative = inhibition, actives largely listed as inhibitors. hit rate 6.9% among 360,000. AID 588342;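 note: potency is the fitted concentration of half-maximal effect; plate controls were vehicle for no effect and reference inhibitor for full effect; nearly all actives have a fitted effect of over 55% in size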
# Target sequence (P08659 whole entry, looked up): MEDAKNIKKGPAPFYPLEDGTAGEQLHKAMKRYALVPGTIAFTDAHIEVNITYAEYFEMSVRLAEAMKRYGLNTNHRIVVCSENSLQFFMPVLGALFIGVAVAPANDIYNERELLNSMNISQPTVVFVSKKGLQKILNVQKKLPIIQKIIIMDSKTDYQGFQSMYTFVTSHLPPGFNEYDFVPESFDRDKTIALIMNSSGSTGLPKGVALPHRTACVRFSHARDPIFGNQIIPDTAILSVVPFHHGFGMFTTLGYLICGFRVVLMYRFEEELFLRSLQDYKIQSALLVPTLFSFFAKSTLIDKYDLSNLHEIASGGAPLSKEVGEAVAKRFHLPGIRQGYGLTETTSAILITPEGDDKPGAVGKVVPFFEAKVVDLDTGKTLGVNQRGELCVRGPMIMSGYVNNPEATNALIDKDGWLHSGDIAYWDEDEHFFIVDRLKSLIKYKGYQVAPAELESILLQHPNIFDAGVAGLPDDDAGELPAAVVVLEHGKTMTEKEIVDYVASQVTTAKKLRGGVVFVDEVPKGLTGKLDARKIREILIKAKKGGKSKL
#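 Purified P. pyralis luciferase (10nM final) with 10uM D-luciferin and 10uM ATP (Km levels) in 50mM Tris acetate pH 7.5, 10mM Mg acetate, 0.01% Tween-20, 0.05% BSA; qHTS 6-point titration, ~60 µM downward; luminescence read.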
# ELG1 DNA repair: inhibitors of ELG1-dependent DNA repair in HEK293T cells. HEK293T ELG1-luciferase reporter, luminescence, 16 h; DNA damage induced by 5-fluorouridine. Potency, µM (titrated, usually from 46.1 µM), for inactives: at the highest dose activity change, negative = inhibition, most hits filed as inhibitors. hit rate 2.3% among 330,000; note: potency is the fitted concentration of half-maximal effect; % is set by controls: 0 for no effect and ±100 for the full control effect; nearly all actives have a fitted effect of over 55% in size
#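 Quantitative HTS, concentration-response format. 2,000 cells/well co-treated with 5-fluorouridine and compound, 16 hr in 5% CO2 at 37 °C; ONE-Glo luminescence read after 30 min.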
# NPC1 promoter act: NPC1 promoter activation; Huh7 NPC1 promoter luciferase reporter, 24 h; hit rate 2.4% among 320,000; Potency, µM (series often up to 9.22 µM), without a hit: at the top dose activation, most hits filed as activators; AID 485313;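 note: potency is the fitted concentration of half-maximal effect; % of control where 0% means no effect; nearly all actives have a fitted effect of over 60% in size; reporter is driven by a mutant NPC1 promoter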
#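 Compounds in DMSO were transferred onto Huh7 NPC1-luciferase reporter cells pre-incubated 2 h; after 24 h at 37 °C, Amplite reagent was dispensed and luminescence recorded 10 min later.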
# Menin MLL FP TR: displaces Texas Red mutant MLL peptide from human menin | Potency, µM (series often up to 61.6 µM), for inactives: at the highest dose FP activity change, negative = inhibition, hits mostly inhibitors | O00255 | Menin + Texas Red MLL mutant peptide, fluorescence polarization | hit rate 0.23% among 270,000; active = well fitted inhibition curve with a large enough effect in the polarisation, with a control signal flat, not every such curve was filed as active; inconclusive = small, poorly fitted or top-dose-only effect, or effect the other way, or a change in a side signal; inactive = no such curve, though single readings can be large or run the other way; the % refers to the polarisation; note: potency is the fitted concentration of half-maximal effect; % of control where 0% means no effect; many of its hits are not listed in these tables
# Rab9 prom act: activators of Rab9 promoter; AID 485297; Huh7 Rab9 promoter-luciferase reporter, luminescence, 24 h; hit rate 2.8% among 320,000; Potency, µM (titrated, usually from 9.22 µM), inactives show at the top dose activation, negative = inhibition, usual class: activators; note: potency is the fitted concentration of half-maximal effect; % of control where 0% means no effect; nearly all actives have a fitted effect of over 60% in size
#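 Huh7 cells stably carrying a Rab9 promoter-luciferase reporter, 1500 cells per well in OP-MEM I with 10% FBS, treated with compound 24 hours at 37C. Luciferase activity read by luminescence after 10 minutes with Amplite reagent.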
# MBNL1 CUG block: MBNL1-poly(CUG) RNA binding inhibition | Q9NR56 | TR-FRET MBNL1-His/biotin-(CUG)12 binding, 665/545 ratio | Potency, µM (doses to about 57.5 µM), without a hit: top-dose activity change, negative = inhibition, hits mostly inhibitors | hit rate 0.036% among 280,000 | AID 2675; active = well fitted inhibition curve with a large enough effect in the signal ratio, with a control signal flat, not every such curve was filed as active; inconclusive = small, poorly fitted or top-dose-only effect, or effect the other way, or a change in a side signal; inactive = no such curve, though single readings can be large or run the other way; the % refers to the signal ratio; note: potency is the fitted concentration of half-maximal effect; % is set by controls: 0 for no effect and ±100 for the full control effect
#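 Compound titration spanned 92 nM–58 uM against the MBNL1-His/biotin-(CUG)12 complex. After 60 min at room temperature with 5 nM streptavidin-XL665 and 0.055 ng/ul terbium anti-His, ratiometric 665/545 nm emission (Ex 340 nm) normalized to controls.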
# KCNH2 3.1 inh: KCNH2 3.1 (human) potassium channel inhibition. U2OS KCNH2 3.1, thallium flux FluxOr; active compounds read low. activity change, % (tested at about 1.8 µM). hit rate 0.95% among 340,000. AID 720553;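 active = maximum activity change below -70%; inconclusive = maximum activity change from -70% to -50%; inactive = maximum activity change above -50%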;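 note: thallium influx rate constant from kinetic fluorescence after stimulation buffer; % is set by controls: 0 for no effect and ±100 for the full control effect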
#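 Kinetic fluorescence (2 min after stimulation buffer) measures Tl+ influx through KCNH2 3.1 expressed by viral transduction in U2OS cells; the rate constant is normalized against DMSO controls serving as positive and negative references.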
# Numbers without * were called inactive; ? = inconclusive; · = no result given; & = joins results of further samples; [ ] = another dose, or the depositor's remark. Unless noted, calls come from the whole dose curve; as a rule, active = well fitted curve in the direction sought with a large enough effect; inconclusive = small, poorly fitted or top-dose-only effect, or another doubt; inactive = no such curve, though single readings can be large; an effect the other way counts as inactive or inconclusive.
SMILES,Gal4-VP16 FLuc,Mito fusion act,RORg inh,PKM2 act,FLuc counter,ELG1 DNA repair,NPC1 promoter act,Menin MLL FP TR,Rab9 prom act,MBNL1 CUG block,KCNH2 3.1 inh
O=C(CCn1c(=O)c2ccccc2n(Cc2cc(=O)n3ccccc3n2)c1=O)NCc1ccco1,-11%,0%,-11%,-1%,3%,13%,-2%,-4%,-9%,-4%,11
COc1ccc(S(=O)(=O)N(C)CC(=O)NCCN2CCOCC2)cc1C,7%,-2%,-1%,·,2%,0%,-7%,10%,-3%,-3%,2
CCc1c(C)nc2cc(-c3ccc(OC)c(OC)c3)nn2c1N1CCCC1,?,15%,-45%,-1%,?,13µM*,-1%,18%,-13%,1%,3
CCc1ccc(NC(=O)CSc2nc(N)c(NC(=O)c3ccc(F)c(F)c3)c(=O)[nH]2)cc1,-2%,-3%,6%,-6%,2%,-2%,-4%,?,6%,-1%,-7
CC(C)NCC(O)COC1CCC(C(C)(C)C)CC1 (stereo unspecified),4%,-5%,-26%,10%,0%,-20%,-8%,?,-8%,5%,-2
O=C(NCc1ccc2c(c1)OCO2)c1c(O)c2cccc3c2n(c1=O)CCC3,-14%,-3%,11%,1%,-2%,9%,-6%,-1%,8%,-9%,-16
CCCCCCCCCCOC(=O)NC1CCS(=O)(=O)C1 (stereo unspecified),?,3%,?,0%,-11%,23µM*,-4%,-13%,0%,3%,-8
Cc1cccc(C(=O)NCCCN(C)CCCNC(=O)c2cccc(C)c2)c1,-3%,-1%,-5%,-1%,-2%,-2%,-2%,-2%,0%,6%,-20
CCOc1ccc(NC(=O)CC2C(=O)N(CC)C(=S)N2CCN2CCOCC2)cc1 (stereo unspecified),-4%,6%,?,-23%,-2%,-1%,-2%,-3%,2%,-6%,-88*
Cc1nn(C(C)C(=O)NCc2ccco2)c(=O)c2nn(-c3ccccc3)c(C)c12 (stereo unspecified),3%,-20%,18%,·,1%&-10%,-2%,-3%,?,-1%,1%,10
CC(=O)Nc1ccc(S(=O)(=O)n2cnc3cc(C)c(C)cc32)cc1,11µM*,1%,3%,1%,10%,?,0%,?,-6%,-6%,6
O=C(CN1CCCCCC1)Nc1ccc(S(=O)(=O)N2CCCCC2)cc1,1%,-4%,-1%,-6%,2%,1%,-4%,-8%,0%,-13%,-15
Fc1ccc(CNCc2ccc(Br)cc2)cc1,13%,5%,6%,6%,-2%,-18%,2%,-1%,-5%,7%,-8
CC/C(C)=N/NC(=S)NCc1ccco1,?,-2%,10µM*,7%,5%,-18%,1%,4%,-3%,10%,-14
COc1ccc(C(=O)C2CCN(CC(=O)Nc3cc(C)cc(C)c3)CC2)cc1,3%,-13%,21%,-1%,-4%,-27%,0%,-15%,-4%,1%,?
N#Cc1ccccc1NCC(=O)N1CCN(S(=O)(=O)c2ccccc2)CC1,·,2%,·,·,1%,-11%,-3%,·,-6%,·,-1
C/C(O)=C(\C#N)c1nc2ccccc2[nH]1,14µM*,2%,?,-6%,2%,-6%,-1%,0%,-2%,-8%,-6
O=C(CSc1nnc2c3ccccc3c3ccccc3c2n1)Nc1ccccc1F,1%,0%,?,-3%,1%,7%,-7%,?,6%,4%,17
COC(=O)C1=C(C)N(Cc2ccco2)C(=O)N[C@H]1c1cccc(C(F)(F)F)c1,-8%&-1%,7%,?,?,-1%,-1%,-5%,-6%&-12%,8%,11%,6
COc1ccc(N(C)S(=O)(=O)c2cccc(C(=O)NCc3ccc4c(c3)OCO4)c2)cc1,0%,16%,38%,1%,-7%,?,-1%,3%,1%,-3%,25
N#CCc1c(C#N)c(N)nc(N2CCN(S(=O)(=O)c3ccccc3)CC2)c1C#N,-3%,0%,?,?,3%,9.2µM*,-1%,0%,0%,79%[activator],-11
CCCCN(C)C(=O)C1CCN(c2ccc(S(=O)(=O)N3CCOCC3)cc2[N+](=O)[O-])CC1,·,-2%,·,·,-2%,-11%,3%,·,1%,·,3
CCOC(=O)CNC(=O)c1sc2nc(C)cc(C)c2c1N,29%,-2%,25%,-1%,?,?,24%,-1%,25%,?,10
CC(=O)N1CCN(c2ccccc2NC(=S)NC(=O)c2cc3ccccc3o2)CC1,?,-4%,11µM*,·,2%,-7%,-3%,·,7%,5%,-6
C#CCOCCOCCOCCNc1nc(N2CCN(C(=O)[C@H]([C@@H](C)CC)n3cc(CCCN=C(N)N)nn3)CC2)nc(N2CCN(C(=O)[C@H](CCCCN)n3cc(CCC(=O)O)nn3)CC2)n1,3%,0%,-27%,-1%,2%,15%,-4%,-20%,4%,-8%,-5
O=C(O)c1ccc(NC(CSCc2ccc(F)cc2)C(=O)O)c([N+](=O)[O-])c1 (stereo unspecified),2%,0%,6%,0%,-3%,4%,1%,·,-1%,?,9
O=C(NCc1ccc(S(=O)(=O)Nc2ccccc2Cl)s1)c1ccccc1,8%,9%,7%,0%,3%,-29%,1%,·,-3%,-12%,-7
Cc1ccc(OCC(=O)N(Cc2nnc(-c3ccccc3Cl)o2)C2CC2)cc1C,·,15%,·,·,-18%,-29%,0%,·,3%,·,22
CN1CCC2(CC1)C1CN(C)CC=C1C(C#N)=C(N)C2(C#N)C#N (stereo unspecified),-4%&6%,-2%&2%,-29%&-18%,-4%&-15%,1%&-6%,-10%&2%,-3%&4%,?,1%&2%,?,26&2
COc1ccc(NC(=O)c2cc(-c3cc(OC)c(OC)c(OC)c3)nc3ccccc23)cc1OC,-4%,-16%,5%,5%,?,1.8µM*,4%,13%,3%,?,-2
CCCC[C@@H]1CN=C(N)N1CCc1cc(C(F)(F)F)cc(C(F)(F)F)c1,0%,-7%,-16%,-4%,-1%,-24%,-11%,·,-18%,-1%,2
O=C(NC1CCN(Cc2ccccc2)CC1)c1c(F)cccc1F,3%,6%,1%,-1%,3%,19%,0%,-16%,-1%,-6%,7
COC(=O)c1c(N2C(=O)CCC2=O)sc2c1CCCC2,1%,-3%,-14%,1%,0%,1%,-1%,6%,1%,-18%,-6
CCOC(=O)c1cnn(-c2ccccc2)c1NC(=O)c1cccs1,0%,0%,24%,-2%,9%,-2%,-1%,17%,-4%,-10%,7
C[C@H](NC(=O)NCc1cccs1)C(=O)O,-11%,-1%,2%,-1%,-3%,0%,-2%,0%,-2%,-5%,1
CCCCNc1cc(C)nc(N2CCOCC2)n1,2%,1%,5%,4%,4%,12%,0%,-8%,16%,0%,1
O=C(NCCCNC(=O)C(F)(F)C(F)F)C(F)(F)C(F)F,-1%,-4%,-25%,0%,-2%,?,-1%,6%,-10%,-2%,-25
CC(=O)c1cc(OC(=O)c2ccncc2)ccc1OC(=O)c1ccncc1,16%,-2%,16%,4%,?,?,-1%,13%,-4%,4%,-21
O=C1Nc2ccc([N+](=O)[O-])cc2C1=Nc1cccc(CO)c1,-16%,6%,?,-1%,4%,5%,-6%,11%,3%,?,-9
CCSc1nnc(CCNS(=O)(=O)c2ccc(C(C)=O)cc2)n1C,1%,-2%,-11%,-2%,1%,8%,-3%,3%,-6%,-8%,-10
O=c1[nH]cnc2scc(-c3ccc(F)cc3)c12,1%,-12%,7%,-2%,-1%,-2%,0%,3%,?,-9%,-4
CCOC(=O)C1=C(CC)OC(N)=C(C#N)C1c1ccc(F)cc1F (stereo unspecified),?,2%,-1%,0%,3%,10%,2%,2%,-16%,11%,-1
COc1ccccc1C(=O)Nc1ccc2c(c1)nc(CN1CCCCC1)n2C,10%,7%,-31%,4%,?,-12%,1%,-14%,6%,-6%,-5
Cc1nc(CS(=O)(=O)c2ccccn2)sc1C(=O)NNC(=O)c1c(F)cccc1Cl,-4%,-3%,-15%,-7%,-1%,5%,0%,·,0%,-6%,1

# This is a subset. The share of hits here may be higher or lower than overall.
